Screening data: PubChem BioAssay, National Center for Advancing Translational Sciences (NCATS)
RXFP1 ag: agonists of human relaxin receptor RXFP1 | Potency, µM (titrated, usually from 57.5 µM), for inactives: at the top dose activation, usual class: activators | HEK293T-RXFP1 cAMP TR-FRET, 30 min; response scale: percent of porcine relaxin response, buffer zero | AID 2676 | actives 0.3% (n = 370,000); further: on the % scale 0 is the no-effect control and ±100 the full control effect; nearly all actives have a fitted effect of over 60% in size; many of its hits are not listed in these tables
Target sequence (Q9HBX9 whole entry, looked up): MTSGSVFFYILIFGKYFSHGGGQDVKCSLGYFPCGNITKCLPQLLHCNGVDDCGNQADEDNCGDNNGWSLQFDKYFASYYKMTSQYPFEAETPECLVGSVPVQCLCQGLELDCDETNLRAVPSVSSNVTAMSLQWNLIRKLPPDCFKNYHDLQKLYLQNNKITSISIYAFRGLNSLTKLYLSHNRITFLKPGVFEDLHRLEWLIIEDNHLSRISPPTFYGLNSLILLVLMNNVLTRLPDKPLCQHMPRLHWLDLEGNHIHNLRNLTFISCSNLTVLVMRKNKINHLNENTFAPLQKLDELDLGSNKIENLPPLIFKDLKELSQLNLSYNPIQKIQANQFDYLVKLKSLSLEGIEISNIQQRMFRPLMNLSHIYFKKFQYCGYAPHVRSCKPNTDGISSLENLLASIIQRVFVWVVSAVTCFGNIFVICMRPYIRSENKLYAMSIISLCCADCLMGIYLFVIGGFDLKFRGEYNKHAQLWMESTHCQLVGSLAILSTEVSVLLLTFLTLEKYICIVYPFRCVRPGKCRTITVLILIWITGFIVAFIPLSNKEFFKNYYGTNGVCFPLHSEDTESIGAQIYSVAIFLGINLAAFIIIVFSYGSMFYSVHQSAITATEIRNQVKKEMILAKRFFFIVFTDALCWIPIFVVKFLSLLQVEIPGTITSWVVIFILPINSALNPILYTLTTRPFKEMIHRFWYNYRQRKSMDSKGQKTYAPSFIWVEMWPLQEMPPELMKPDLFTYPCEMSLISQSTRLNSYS
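HEK293T cells stably expressing RXFP1 were pretreated with the PDE4 inhibitor Ro 20174, exposed to compounds for 30 min at 37C, lysed, and cAMP was read by TR-FRET. Data normalized to buffer (basal) and 29 nM porcine relaxin (100%).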
RGS4 inhibitor: inhibitors of human regulator of G protein signaling 4; Potency, µM (doses to about 114 µM), for inactives: at the top dose activity change, negative = inhibition, usual class: inhibitors; Transcreener GDP fluorescence polarization, RGS4-accelerated GTP hydrolysis; AID 504845; actives 0.039% (n = 390,000); further: on the % scale 0 is the no-effect control and ±100 the full control effect; nearly all actives have a fitted effect of over 75% in size; some results filed as inactive show a strong effect at the top dose
Target sequence (P49798 whole entry, looked up): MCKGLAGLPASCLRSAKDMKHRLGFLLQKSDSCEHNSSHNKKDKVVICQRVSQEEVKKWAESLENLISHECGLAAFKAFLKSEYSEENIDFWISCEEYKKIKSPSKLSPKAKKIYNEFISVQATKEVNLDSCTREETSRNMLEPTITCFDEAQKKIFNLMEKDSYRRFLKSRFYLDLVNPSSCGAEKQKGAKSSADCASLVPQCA
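MLSMR compounds (23 nl, pin-transferred) preincubated 10 min at room temperature with a 500nM (2x) first reagent, then RGS4 at 900nM (2x) plus Transcreener GDP mix added; fluorescence polarization (620/688 nm) read before and after 90 min at 30 °C.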
TrxR1 substrate: substrates of rat thioredoxin reductase 1; purified TrxR1 substrate turnover, NADPH consumption readout; Potency, µM (doses to about 114 µM), for the others: at the top dose activity change, negative = substrate turnover; actives 0.01% (n = 390,000); further: on the % scale 0 is the no-effect control and ±100 the full control effect; nearly all actives have a fitted effect of over 50% in size
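Rat TrxR1, dispensed at 90 nM, was prereduced with 400 uM NADPH (final) for 5 min at ~22 deg C, then incubated with compound 15 min before 400 uM selenite. A first-read NADPH fluorescence drop versus no-compound background flagged substrates.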
Vif-APOBEC3F blk: Vif-A3F binding inhibition; HeLa A3F-eYFP + Vif (tagged APOBEC3F with the HIV-1 protein that degrades it), YFP fluorescence increase; AID 602313; Potency, µM (titrated, usually from 46.1 µM), inactives show at the highest dose activity, negative = active; actives 0.2% (n = 390,000); further: % of control where 0% means no effect; nearly all actives have a fitted effect of over 65% in size
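HeLa cells stably expressing A3F-eYFP plus Vif, plated and incubated overnight at 37 deg C, then exposed to compounds overnight at 37 deg C. Blocked degradation read as raised yellow fluorescence (Ex 488/Em 500-530).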
12-LOX inh: ALOX12 (human) lipoxygenase inhibition | purified 12hLO, xylenol orange hydroperoxide absorbance | Potency, µM (titrated, usually from 108 µM), without a hit: top-dose activity change, negative = inhibition, most hits filed as inhibitors | actives 1.1% (n = 580,000); further: on the % scale 0 is the no-effect control and ±100 the full control effect
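Purified human 12hLO at 150 nM in 25 mM Hepes, 0.01% Triton X-100, pH 7.0, preincubated 15 min at room temperature with compound. Reaction started with 40 uM arachidonic acid, 30 min at room temperature. Hydroperoxide measured by Fe-xylenol orange, 573/405 nm absorbance ratio.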
rTrxR1 inhibitor: rat TrxR1 inhibition; Potency, µM (doses to about 114 µM), without a hit: at the highest dose activity change, negative = inhibition, hits mostly inhibitors; O89049; recombinant rTrxR1, NADPH fluorescence consumption, selenite substrate; actives 1% (n = 390,000); further: on the % scale 0 is the no-effect control and ±100 the full control effect; nearly all actives have a fitted effect of over 65% in size
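Rat TrxR1 (90 nM in the dispensed reagent) was pre-reduced with 400 uM NADPH for 5 min at room temperature, then incubated with compound for 15 min. After 400 uM selenite was added, NADPH fluorescence (Ex 340/Em 450 nm) was followed for 8 min.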
USP1 inh: blocks the human USP1/UAF1 deubiquitinase complex. recombinant USP1/UAF1, Ub-Rhodamine cleavage fluorescence. Potency, µM (titrated, usually from 57.1 µM), without a hit: top-dose activity change, negative = inhibition, usual class: inhibitors. actives 0.23% (n = 390,000). AID 743255; further: on the % scale 0 is the no-effect control and ±100 the full control effect; nearly all actives have a fitted effect of over 60% in size; inactives centre near -12
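USP1/UAF1 complex (1 nM) preincubated 15 min at room temperature with compound, then Ub-Rho substrate (150 nM final) added. Kinetic fluorescence at 480/540 nm over 6 reads at 60 s intervals; 50 mM HEPES pH 7.8, 0.5 mM EDTA, 0.1 mg/ml BSA, 1 mM TCEP, 0.01% Tween-20.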
Vif-APOBEC3G blk: Vif-A3G binding inhibition; Q9HC16; HeLa A3G-eYFP + Vif (tagged APOBEC3G with the HIV-1 protein that degrades it), YFP fluorescence, overnight; Potency, µM (titrated, usually from 46.1 µM), inactives show at the top dose activity, negative = active, hits mostly inhibitors; actives 0.076% (n = 410,000);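 further: on the % scale 0 is the no-effect control and ±100 the full control effect; nearly all actives have a fitted effect of over 60% in size; hits raise eYFP signal because A3G escapes Vif-driven loss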
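Read-out is eYFP fluorescence (Ex 488/Em 500-530) from Vif-expressing HeLa A3G-eYFP cells; more signal means A3G escaped Vif-mediated degradation. Cells plated overnight, compound pinned in, incubated overnight at 37 deg C.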
mIDH1 inhibitor: blocks human mutant IDH1 R132H enzyme; Potency, µM (titrated, usually from 76.6 µM), for the others: top-dose activity change, negative = inhibition, usual class: inhibitors; actives 0.093% (n = 390,000); AID 602179; IDH1-R132H enzyme, NADPH consumption, diaphorase/resazurin fluorescence; further: on the % scale 0 is the no-effect control and ±100 the full control effect; nearly all actives have a fitted effect of over 65% in size
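IDH1-R132H (0.5 ug/mL) preincubated 30 min with compound, then NADPH (0.016 mM) and alpha-KG (2 mM) added; 80 min at RT, pH 7.5. Remaining NADPH coupled via diaphorase/resazurin to fluorescence (540/590 nm); concentration-response curves normalized to no-enzyme control.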
Active calls of the source: *; u = inconclusive; x = not tested or not shown; & = joins results of further samples; [ ] = dose if it differs, or a comment. The call rests on the fitted dose curve; in most records, active means well fitted curve in the direction sought with a large enough effect; inconclusive means small, poorly fitted or top-dose-only effect, or another doubt; inactive means no such curve, though single readings can be large; an effect the other way counts as inactive or inconclusive. Potency means the concentration at half of the fitted maximal effect. The list is partial; the hit share may differ from the screen's.

SMILES	RXFP1 ag	RGS4 inhibitor	TrxR1 substrate	Vif-APOBEC3F blk	12-LOX inh	rTrxR1 inhibitor	USP1 inh	Vif-APOBEC3G blk	mIDH1 inhibitor
CC(=O)N1CCCc2cc(S(=O)(=O)N(C)CC(=O)Nc3ccc(F)cc3Cl)ccc21	1.8%	25%	2%[57.1 µM]	2%	-9%	24%[57.1 µM]	-3%	1%	29%
COc1ccc(C)cc1NC(=O)CSc1nc(SC)ns1	4.8%	-37%	-4%	-1%	62%[activator]	-15%	-17%	-7%	4%
COC(=O)c1ccc2[nH]ccc2c1	0.9%	7%	3%	-6%	u	8%	-23%	-2%	4%
Cc1cc(-n2c(=O)c(C#N)cc3c(=O)n4ccccc4nc32)no1	14%	-15%	x	1%	-29%	u	-21%	0%	5%
CC(C)N1CC(C(=O)Nc2ccc(S(=O)(=O)N3CCCCC3)cc2)CC1=O (stereo not given)	3.9%	-9%	-3%	3%	5%	0%	-22%	-2%	-5%
N#Cc1c(N)sc2c1CCN(CCc1ccccc1)C2	2.6%	4%	23%	-3%	90%[activator]	-8%	-2%	-12%	-2%
CCN(CC(=O)Nc1cc(Cl)ccc1C)C(=O)C1COc2ccccc2O1 (stereo not given)	0.8%	-19%	0%	-7%	6%	50µM*	-23%	-1%	-1%
COC(C[C@@H](O)[C@@H](C)[C@H](O)COCc1ccccc1)OC	0.2%	19%	2%	0%	-1%	5%	-11%	-1%	-5%
CCC1CCCCN1S(=O)(=O)c1ccc(NC(=O)c2snnc2C)cc1 (stereo not given)	1.4%	9%	-6%	1%	0%&-42%	11%	-11%	4%	0%
COc1ccc(-c2nnc(SCC(=O)Nc3nc4ccccc4s3)n2C)cc1	1.3%	-26%	1%	-1%	-4%	3%	-15%	2%	1%
COc1cc2c(cc1OC)C(C)N(C(=O)Cn1ncc3c1-c1ccccc1OC3)CC2 (stereo not given)	0.7%	0%	5%[57.1 µM]	-6%	u	6%[57.1 µM]	-8%	-6%	-5%
O=C(Cc1ccccc1[N+](=O)[O-])NNC(=O)c1cccs1	0.5%	-42%	3%	-2%	4%	13%	-5%	1%	-12%
Cc1c(C(=O)N/N=C/c2ccncc2)no[n+]1[O-]	6.4%	-8%	-4%	11%	3%	-16%	-17%	-5%	5%
COc1ccc(-c2cc(-c3nnc(COC(=O)C4CC4)o3)c3ccccc3n2)cc1OC	1.4%	-2%	12%	-7%	-5%	21%	-4%	-8%	3%
COc1ccc(NC(=S)N(CCN(C)C)C(C)c2ccco2)cc1Cl (stereo not given)	-0.6%	-27%	-5%	2%	-3%	-21%	-22%	-9%	5%
Cc1ccc(C)c(Cn2c(O)c(N=NC(=S)Nc3ccccc3F)c3ccccc32)c1	0.0%	-83%[56.9 µM]	-11%	-8%	4%	6%	-13%	1%	0%
Cc1cccc(C(C)C)c1NC(=O)C1CCCN1S(=O)(=O)c1cccc2nsnc12 (stereo not given)	0.5%	12%	-12%	-3%	-16%	-8%	-25%	1%	-8%
N/C(Cc1cccc2ccccc12)=N\O	-5.4%	-41%	-8%[57.1 µM]	-6%	6%	4%[57.1 µM]	-16%	0%	2%
COc1ccc(CN2CCCC(C(=O)N(C)Cc3ccccc3)C2)cc1OC (stereo not given)	-1.6%	9%	-2%	-20%	u	5%[57.1 µM]	6%	-9%	12%
CCOC(=O)c1c(NS(=O)(=O)c2ccc(Br)cc2)sc2c1CCC2	x	u	-7%	-14%	0%[57.4 µM]	u	-19%	0%	-6%
O=C(CN1CCN(S(=O)(=O)c2ccc(Cl)c(Cl)c2)CC1)N1CCCC1	-0.4%	24%	-5%	-9%	3%	-10%	4%	-4%	-5%
N#Cc1ccc(NC(=S)Nc2ccccc2)cc1	2.2%	-28%	-1%	4%	-5%	u	-17%	-1%	3%
C=CCNC(=S)Nc1ccc(F)cc1F	-0.4%	-1%	0%	-14%	-13%	8%	-17%	0%	-10%
COc1ccc(C(c2nnnn2C2CCCC2)N2CCN(C3CCCC3)CC2)cc1OC (stereo not given)	0.4%	15%	-9%	-4%	u	8%[57.1 µM]	-11%	0%	-4%
O=[N+]([O-])c1cc(/C=N/OCc2c(Cl)cccc2Cl)ccc1N1CCOCC1	5.5%	-1%	2%[57.1 µM]	-8%	0%	12%[57.1 µM]	-13%	5%	5%

An excerpt from above in order of molecular weight, low to high.
SMILES	RXFP1 ag	RGS4 inhibitor	TrxR1 substrate	Vif-APOBEC3F blk	12-LOX inh	rTrxR1 inhibitor	USP1 inh	Vif-APOBEC3G blk	mIDH1 inhibitor
N/C(Cc1cccc2ccccc12)=N\O	-5.4%	-41%	-8%[57.1 µM]	-6%	6%	4%[57.1 µM]	-16%	0%	2%
Cc1c(C(=O)N/N=C/c2ccncc2)no[n+]1[O-]	6.4%	-8%	-4%	11%	3%	-16%	-17%	-5%	5%
N#Cc1ccc(NC(=S)Nc2ccccc2)cc1	2.2%	-28%	-1%	4%	-5%	u	-17%	-1%	3%
COc1ccc(C)cc1NC(=O)CSc1nc(SC)ns1	4.8%	-37%	-4%	-1%	62%[activator]	-15%	-17%	-7%	4%

(continued)
SMILES	RXFP1 ag	RGS4 inhibitor	TrxR1 substrate	Vif-APOBEC3F blk	12-LOX inh	rTrxR1 inhibitor	USP1 inh	Vif-APOBEC3G blk	mIDH1 inhibitor
O=c1sc2ccccc2n1CCOc1ccccc1	2.4%	-4%	6%	-4%	-13%	15%	-7%	-3%	3%
Cc1ccc(S(=O)(=O)NCc2cc(=O)n(C)c(=O)n2C)cc1C	1.3%	-3%	5%	-10%	31%	3%	-9%	-6%	0%
Cc1cc(Cl)c(OCCCn2ccnc2)c(Br)c1	1.2%	-45%	7%[57.1 µM]	6%	-34%	0%[57.1 µM]	-14%	-4%	-25%
CCOc1cc(CNCC2CCCN2CC)cc(Cl)c1OC (stereo not given)	-0.5%	12%	0%	-15%	-19%	9%	-12%	1%	3%
CC(=O)NCC(=O)OC(C)C(=O)Nc1ccc(C(C)=O)cc1 (stereo not given)	-0.1%	-10%[56.9 µM]	-10%	-6%	-27%	-12%	1%	-1%	20%
CC1CC(C)(C)NC(=S)N1CCCC(=O)Nc1ccc(Cl)cc1 (stereo not given)	2.9%	-2%	8%[57.1 µM]	-17%	1%	6%[57.1 µM]	-16%	-5%	-3%
CCOC(=O)c1cnc(-c2ccccc2)nc1C(F)(F)F	2.9%	-5%	2%[57.1 µM]	-19%	-1%	13%[57.1 µM]	-13%	-1%	2%
COC(=O)c1c(NC(=S)NC(=O)c2ccco2)sc2c1CCCC2	0.6%	24%	9%[57.1 µM]	1%	-7%	15%[57.1 µM]	-6%	-1%	9%
CCc1n[nH]c2c1/C(=N\O)CC(C)(C)C2	0.4%	8%	10%[57.1 µM]	3%	-7%	13%[57.1 µM]	-4%	0%	0%
Cc1c(NC(=O)c2cccs2)cccc1[N+](=O)[O-]	2.2%	12%	7%[57.1 µM]	-16%	-17%	7%[57.1 µM]	-4%	-1%	-3%
CC1CC(C)CN(CCOCCSc2ccc(Cl)cc2)C1 (stereo not given)	0.9%	9%	3%	4%	u	7%	-19%	-1%	14%
O=C1COc2ccc(C(=O)COC(=O)c3ccc(S(=O)(=O)C(F)F)cc3)cc2N1	0.6%	-17%	-2%	-7%	-3%	-8%	-8%	1%	0%
CCSc1ncc(/C=N/Nc2ccc(F)cc2)n1C	1.0%	-42%	-10%	0%	1%	22%[57.1 µM]	-14%	-10%	4%
COc1ccc(NC(C)=O)cc1CP(=O)(c1ccccc1)c1ccccc1	-2.3%	9%	-2%	0%	0%	13%	-7%	2%	-2%
COCCCn1c(SCC(=O)Nc2ccc(OC)cc2)nc2c(sc3ccccc32)c1=O	0.2%	15%	-1%[57.1 µM]	-5%	-21%	10%[57.1 µM]	u	-5%	25%
N=c1c[n+](-c2ccc(Cl)cc2)[n-]o1	0.3%	9%	-10%	-2%	u	-23%	-4%	0%	4%
CC(=O)NS(=O)(=O)c1ccc(Nc2ccc([N+](=O)[O-])c3nonc23)cc1	-0.2%	4%	-16%	u	-9%	-13%	u	-1%	16%
COc1ccc(Cn2c(=O)cc(N)n(-c3ccccc3C)c2=O)cc1	3.0%	-6%	6%[57.1 µM]	-5%	165%[activator]	15%[57.1 µM]	-16%	u	6%
CC(NC(=O)c1ccco1)C(=O)OCC(=O)c1ccc(Cl)s1 (stereo not given)	10%	0%	-4%	9%	-20%	-18%	-18%	-2%	7%
CCn1cc(/C=N/NS(=O)(=O)c2ccc(C)cc2)c(C)n1	-1.5%	43%	10%	-17%	10%	16%	-3%	0%	10%
CC(C)(C)C(=O)COC(=O)c1cccc(NC(=O)c2ccco2)c1	-2.3%	-12%	-12%	3%	-18%	2%	-6%	0%	3%
CCC1(C)N(O)C(C)(C)C(c2ccc(F)cc2)=[N+]1[O-] (stereo not given)	3.5%	-2%	4%	0%	0%	8%	-16%	2%	2%
CNC(=O)N(O)C1N(NC(=O)Nc2cccc3ccccc23)C(=S)SC1(C)C (stereo not given)	-1.4%	u	-7%	-6%	-28%	-6%	-20%	-6%	3%
CCOCCOc1cccc(C(=O)NC(c2ccccc2)C(C)C)c1 (stereo not given)	-0.1%	14%	2%	-1%	-11%	19%	-2%	0%	-1%
